HTR5A ag ctr = HTR5A agonists in luminescence cell assay, primary screen, counter-screen for OPRM1-OPRD1 heterodimer agonist project, full-deck HTS; 5-hydroxytryptamine receptor 5A (Homo sapiens), P47898; cell-based; activation, % at 9.3 µM; 0.61% of 340,000 active; in the data active = activation mostly above about 9.5%, no sharp cut-off; inactive = mostly below about 7.6%;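 note: 0% = cells with vehicle only and 100% = reference agonist; strong numbers were not always called active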
CDK5 inh = inhibitors of human CDK5/p35 kinase, primary screen, biochemical, single concentration | inhibition, % at 10 µM | AID 488839, 2010 | Recombinant CDK5/p35, ADP-Glo luminescence, 60 min | 0.01% of 330,000 active | Cyclin-dependent kinase 5 (Homo sapiens) + Cyclin-dependent kinase 5 activator 1 (Homo …;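 active = highest replicate inhibition of at least 50% and at least 75% of replicates reaching 50%; inconclusive = only one of the two criteria met; inactive = both criteria failed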;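 note: plate controls were DMSO neutral control for no effect and GW8510 at 10 µM for full effect; many of its hits are not listed in these tables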
MITF TRPM1 HTS = activators of MITF-driven TRPM1 promoter reporter, primary screen, cell-based, SK-MEL-5, luciferase, single point; 0.75% of 300,000 active; SK-MEL-5 TRPM1-promoter luciferase, 24 h; % of positive control, neutral wells = 0; activation, % at 12.5 µM;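 active = mean activation of at least 80% with every replicate also reaching 80%; inconclusive = mean reaches 80% but some replicate falls short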;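 note: 0% = neutral control wells and 100% = parthenolide positive control wells; values of inactives mirror those of a sister screen read the other way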
dFosB act = activators of delta FosB homodimer, primary screen, biochemical, fluorescence polarization, TAMRA-CDK5 oligo, single point; Protein FosB (Mus musculus), P13346; 0.99% of 340,000 active; activation, % at 25 µM; purified delta FosB; percent of positive-control signal above neutral wells;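 active = mean activation above about 17%, with every replicate also reaching it, limit read from the data, passing the limit was not always enough; inconclusive = only one of the two conditions met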;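 note: fluorescence polarization rise as delta FosB binds a TAMRA Cdk5 AP-1 oligo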
SR-BI DiI-HDL act = activators of SR-BI mediated DiI-HDL uptake, primary screen, ldlA[mSR-BI] CHO cells, DiI fluorescence; AID 504775, 2011; 3 h; 100 = double the neutral-control signal; activation, % at 12.5 µM; 0.096% of 320,000 active;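 active = mean replicate activation of at least 60% and every replicate at or above 60%; inconclusive = mean or all-replicate condition met, but not both; inactive = mean below 60% and not all replicates reaching 60%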;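 note: 0% = median plate neutral-control signal and 100% = twice that signal; values of inactives mirror those of a sister screen read the other way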
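System: CHO ldlA[mSR-BI] cells / Medium: HEPES-buffered (25 mM, pH 7.4) F12 plus 0.5% BSA / Probe or stimulus: labelled HDL, 10 µg/mL / Doses: single compound concentration, delivered by pin transfer / Schedule: 3 h, 37 °C / Measured by: DiI fluorescence, bottom read / Measure: cell-associated DiI fluorescence as measure of HDL uptake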
PvdQ inh = P. aeruginosa PvdQ acylase inhibitors, primary screen, biochemical, fluorescence, plate reader and imaging, single point | PvdQ acylase [Pseudomonas aeruginosa LESB58] | purified PvdQ acylase | inhibition, % at 10 µM | 0.063% of 340,000 active; in the data active = inhibition above about 30%, passing the limit was not always enough; inconclusive = no clear call, values can overlap the other calls;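 note: 0% = vehicle neutral wells and 100% = reference inhibitor wells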
RTF Ca sens act = cardiac RTF calcium sensitivity activators, primary screen, biochemical, IANBD-TnC fluorescence, EC20 calcium; activation, % at 7.2 µM; IANBD-labeled TnC RTF fluorescence at EC20 calcium; 0% EC20 calcium, 100% full calcium; Troponin I, cardiac muscle (Homo sapiens) + Troponin T, cardiac muscle (Homo sapiens) + …; AID 493008, 2010; 0.24% of 340,000 active;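 active = activation above the mean over all tested compounds plus 3 SD, cut at about 30% in these data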;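 note: rise in fluorescence read as greater calcium sensitivity of cardiac thin filaments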
Wnt bcat act = Wnt/beta-catenin pathway activators, primary screen, cell-based, plate reader, single point. Wnt/beta-catenin reporter cell assay, activator. activation, % at 9.35 µM. 1.2% of 300,000 active; in the data active = activation above about 30%, passing the limit was not always enough; inconclusive = no clear call, values can overlap the other calls;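 note: 0% = neutral control wells and 100% = positive control wells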
SR-BI DiI inh = inhibitors of SR-BI mediated HDL lipid uptake, primary screen, ldlA[mSR-BI] cells, fluorescence, single point; Scavenger receptor class B member 1 (Mus musculus), Q61009; ldlA[mSR-BI] CHO cells, DiI-HDL uptake fluorescence, 3 h; inhibition, % at 12.5 µM; 0.96% of 320,000 active;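 active = mean replicate inhibition of at least 70% and a set share of replicates each scoring 70 or more; inconclusive = meets just one of the two criteria; inactive = fails both criteria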;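 note: 0% = median of neutral control wells and 100% = median of positive control wells; values of inactives mirror those of a sister screen read the other way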
Target sequence (Q61009 whole entry, looked up): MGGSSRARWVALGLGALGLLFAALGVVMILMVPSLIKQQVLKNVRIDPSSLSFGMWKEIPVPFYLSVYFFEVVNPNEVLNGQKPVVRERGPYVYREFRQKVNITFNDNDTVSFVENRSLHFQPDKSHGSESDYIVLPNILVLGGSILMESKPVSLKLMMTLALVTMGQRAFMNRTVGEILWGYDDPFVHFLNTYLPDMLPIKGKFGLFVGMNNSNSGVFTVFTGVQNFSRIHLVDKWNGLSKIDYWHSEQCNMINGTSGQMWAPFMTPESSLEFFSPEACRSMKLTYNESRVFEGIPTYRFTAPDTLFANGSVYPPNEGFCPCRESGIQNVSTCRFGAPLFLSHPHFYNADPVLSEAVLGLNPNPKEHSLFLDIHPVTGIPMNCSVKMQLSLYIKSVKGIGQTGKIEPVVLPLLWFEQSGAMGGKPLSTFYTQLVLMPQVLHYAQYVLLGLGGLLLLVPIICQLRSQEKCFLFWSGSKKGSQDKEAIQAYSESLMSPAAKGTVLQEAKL
Rtt109 HAT inh = inhibitors of C. albicans Rtt109/Vps75 HAT, primary screen, biochemical, ThioGlo CoA-SH fluorescence, plate reader. Histone acetyltransferase RTT109 (Candida albicans (strain SC5314 / ATCC MYA-2876)), …. purified Rtt109/Vps75, 4 h. inhibition, % at 34.9 µM. 0.16% of 330,000 active. AID 540336, 2011;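 active = inhibition of at least 50% in every replicate; inconclusive = best replicate reaches 50% inhibition but some replicates fall short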
Target sequence (Q5AAJ8 whole entry, looked up): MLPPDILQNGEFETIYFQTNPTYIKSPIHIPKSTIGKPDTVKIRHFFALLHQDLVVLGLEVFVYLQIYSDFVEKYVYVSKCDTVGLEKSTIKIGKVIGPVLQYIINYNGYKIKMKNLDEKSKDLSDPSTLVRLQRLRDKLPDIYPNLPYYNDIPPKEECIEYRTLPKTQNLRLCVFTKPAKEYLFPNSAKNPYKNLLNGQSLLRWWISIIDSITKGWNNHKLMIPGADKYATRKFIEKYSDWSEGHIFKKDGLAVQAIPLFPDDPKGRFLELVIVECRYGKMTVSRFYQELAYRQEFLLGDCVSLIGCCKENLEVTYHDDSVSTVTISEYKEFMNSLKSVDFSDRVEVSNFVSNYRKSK
Starred values were filed as active, the others as inactive; ? = inconclusive; nt = not tested or not shown.

SMILES | HTR5A ag ctr | CDK5 inh | MITF TRPM1 HTS | dFosB act | SR-BI DiI-HDL act | PvdQ inh | RTF Ca sens act | Wnt bcat act | SR-BI DiI inh | Rtt109 HAT inh
CCOC(=O)C1CCN(C(=O)c2cccc(S(=O)(=O)N(C)C3CCCCC3)c2)CC1 | 1 | -2.0 | -5 | -4 | -1 | -11 | 4 | -2 | 1 | 2
CCOC(=O)C1=C2c3cc(OC)c(OC)cc3CC(C)(C)N2C(=O)C1=O | 4 | -2.5 | 0 | 1 | 13 | -21 | -2 | -1 | -13 | 2
O=C(Nc1ccc(C(=O)O)cc1)/C(=C\c1ccc([N+](=O)[O-])cc1)NC(=O)c1ccc(Br)cc1 | 4 | -0.3 | -8 | -10 | 3 | -2 | 8 | -1 | -3 | 2
CC1CCCN(Cc2nc3c(c(=O)n(C)c(=O)n3C)n2CCCc2ccccc2)C1 (stereo unspecified) | -6 | 0.0 | -6 | -9 | 12 | 16 | -1 | nt | -12 | -13
O=C(NCc1ccc2c(c1)OCO2)c1cccc2c1C(=O)N(C1CCCCC1)C2 | -3 | 0.0 | nt | -5 | -2 | 4 | -3 | -3 | 2 | -13
CCC(=O)Nc1ccc(C(=O)CSc2nnc(-c3cccnc3)o2)cc1 | 1 | -0.8 | 9 | -5 | -26 | 0 | -3 | -5 | 26 | -3
COC(=O)[C@@H]1C[C@@]2(O)[C@H](O)[C@H](O)[C@H](O)C[C@H]2N1C/C=C/c1ccccc1 | 1 | -0.8 | 4 | 3 | 15 | -19 | 18 | -3 | -15 | -5
CC(=O)c1ccc(NC(=O)C2CCCN(C(=O)c3ccc(Cl)cc3)C2)cc1 (stereo unspecified) | nt | 0.5 | -2 | -9 | -11 | 9 | nt | 1 | 11 | 21
CSCCC(NC(=O)c1ccco1)C(=O)N(C)CC(=O)Nc1c(Cl)cccc1Cl (stereo unspecified) | 0 | 0.0 | 3 | 0 | -8 | 4 | 5 | -2 | 8 | -11
COC(=O)CCC(=O)COc1ccc(OC)cc1C#N | -1 | 2.0 | 114* | 3 | 23 | -6 | -1 | nt | -23 | -2
COc1ccccc1N(CC(=O)NCCSCc1cccc(Cl)c1)S(C)(=O)=O | 2 | -1.5 | 8 | -13 | 2 | -14 | 9 | 0 | -2 | 4
Cc1ccc2cc(CN(CCN(C)C)C(=S)Nc3ccccc3)c(=O)[nH]c2c1C | -1 | -1.0 | 0 | -5 | -19 | -8 | -7 | -2 | 19 | 3
CC(C)c1ccc(CN(C(=O)c2cccs2)C2CCS(=O)(=O)C2)cc1 (stereo unspecified) | 0 | -0.3 | -7 | -9 | -12 | -8 | 5 | -1 | 12 | 17
COc1ccc(OC)c(C2=C/C(=C/c3ccccn3)C(=O)O2)c1 | 0 | -2.2 | -23 | -10 | 22 | 5 | 18 | -1 | -22 | nt
COc1cccc(N2CCN(C(=O)c3[nH]c(C)c(C(C)=O)c3C)CC2)c1 | 0 | 0.5 | -47 | -4 | 8 | -11 | -3 | -5 | -8 | 0
C=CCNc1nc(SC)nc2ccsc12 | 2 | 0.9 | -2 | -2 | 8 | 0 | 0 | nt | -8 | 4
C=CCn1c(O)c(N=NC(=S)Nc2cccc(OC)c2)c2ccccc21 | 0 | -0.6 | 7 | 1 | -14 | -5 | -11 | nt | 14 | 8
CCn1nc(NC(=O)c2ccccn2)c2cc3cccc(C)c3nc21 | 7 | 0.3 | nt | -5 | -8 | -19 | 0 | 0 | 8 | -14
COC(=O)CSc1nnc(CSc2nc(C)cc(C)n2)o1 | 0 | -0.2 | -3 | -6 | 14 | -18 | -3 | -9 | -14 | nt
Cc1ccccc1-n1nc(C)c(N=O)c1N | 8 | -1.0 | 6 | 2 | 1 | -2 | -1 | -1 | -1 | 6
O=C(NCCc1c[nH]c2ccccc12)/C(=C\c1cccnc1)NC(=O)c1ccccc1F | 4 | -1.9 | -5 | -9 | 5 | -8 | -2 | -1 | -5 | -7
O=C(CCc1ccccc1)N1CCN(c2ccc(F)cc2)CC1 | 0 | 2.7 | 2 | -3 | 22 | -1 | 2 | 0 | -22 | -4
O=C(Nc1ccccc1C(=O)NC(Cc1c[nH]c2ccccc12)C(=O)O)c1ccccc1 (stereo unspecified) | -4 | 1.0 | -15 | -2 | nt | -6 | 1 | 0 | nt | -4
N#CCSc1nnc(Nc2ccccc2)s1 | 3 | -0.6 | 0 | -6 | -19 | -14 | 10 | nt | 19 | -18
Nc1cc(S(=O)(=O)N2CCCCC2)ccc1N1CCOCC1 | 2 | 0.5 | -9 | 4 | 23 | -15 | 1 | 0 | -23 | -4
Following part:
SMILES | HTR5A ag ctr | CDK5 inh | MITF TRPM1 HTS | dFosB act | SR-BI DiI-HDL act | PvdQ inh | RTF Ca sens act | Wnt bcat act | SR-BI DiI inh | Rtt109 HAT inh
O=C(C[C@H]1C/C=C\C[C@@H](Cc2ccc(F)cc2)C(=O)O[C@H](c2ccccc2)CNC1=O)NCCO | -1 | -0.3 | 0 | -5 | -2 | -2 | 3 | 0 | 2 | 9
COc1ccccc1C(=O)NC(CCSC)C(=O)NCC(c1ccco1)N(C)C (stereo unspecified) | 4 | 0.6 | 0 | -6 | 0 | -9 | 2 | -4 | 0 | 4
Cc1ccc(-c2nnc(N3CCN(C(=O)c4cccs4)CC3)c3ccccc23)cc1 | -2 | 0.4 | -22 | -10 | -74 | -14 | -2 | -1 | ? | 3
N#Cc1ccc(-c2csc(NC(=O)c3ccc(S(=O)(=O)N4CCc5ccccc5C4)cc3)n2)cc1 | 3 | 1.6 | -23 | 3 | -49 | -11 | -5 | -1 | 49 | 4
CS(=O)(=O)c1cccc(-c2nnc(NC(=O)c3ccc4ncsc4c3)o2)c1 | 2 | -1.3 | 11 | -2 | -7 | 6 | -6 | 2 | 7 | 5
CC1Cc2ccccc2N1C(=O)CSc1nnc2c(n1)[nH]c1ccc(F)cc12 (stereo unspecified) | 3 | 0.4 | -14 | 7 | -6 | -12 | 1 | -5 | 6 | -3
CCOC(=O)[C@H]1[C@H]2COc3ccc(Br)cc3[C@@H]2N2C(=O)c3ccc(F)cc3NC(=O)[C@@]12C | 1 | -5.1 | -3 | -1 | -3 | -16 | 8 | -1 | 3 | 12
O=C(NC1CCCC1)C(c1ccc(F)cc1)N(Cc1ccc(F)cc1)C(=O)CCl (stereo unspecified) | 0 | 0.2 | -29 | 1 | -8 | 9 | 8 | 0 | 8 | -9
CC(C)N(C(=O)[C@H]1C[C@H](CC(=O)NCCCn2ccnc2)C(=O)N2CCc3c([nH]c4cc(CCC(=O)N(C)C)ccc34)[C@]12C)C(C)C | 0 | 0.5 | 4 | -6 | 2 | -11 | -7 | -2 | -2 | -2
C=CCc1ccccc1OCC(O)CN(C(C)C)C(C)C (stereo unspecified) | -5 | -1.6 | 0 | -1 | 10 | -17 | -2 | nt | -10 | 13
COC(=O)c1sccc1S(=O)(=O)N1CCCC(N(C)CCc2ccccn2)C1 (stereo unspecified) | 2 | -3.4 | 3 | -4 | -8 | -14 | -1 | -2 | 8 | 3
COc1ccc(N2C(=O)CC(n3c(CCCCO)nc4ccccc43)C2=O)cc1 (stereo unspecified) | nt | -0.4 | 21 | -5 | 4 | 2 | -2 | nt | -4 | 4
C#Cc1ccc([C@@H]2C=C(C(=O)NCc3nc4ccccc4[nH]3)O[C@H](OCC)[C@H]2CCCO)cc1 | 4 | 1.8 | -12 | 4 | -6 | -2 | 7 | -1 | 4 | 2
O=C1CNC(=O)/C(=C\c2ccc(F)cc2)N1 | 7 | 0.7 | -2 | 4 | 12 | 0 | -5 | -1 | -12 | 14
O=C(NC(=S)Nc1cc(Cl)ccc1N1CCOCC1)c1ccc(-c2cccc(Cl)c2)o1 | -1 | 0.3 | 8 | 3 | 10 | -2 | -6 | nt | -10 | 6
CC(C)/C=N/NC(=O)c1cccc(N2CCCC2=O)c1 | 1 | 0.6 | 0 | 0 | -5 | -7 | 9 | nt | 5 | 5
Cc1ccc(S(=O)(=O)CCc2ccccn2)cc1 | 5 | 3.9 | 18 | 0 | -6 | -9 | -2 | nt | 6 | -1
Cc1c(Cl)ccc2c1NC(=O)C21NC(CCC(N)=O)[C@H]2C(=O)N(c3ccc(Cl)cc3)C(=O)[C@H]21 (stereo partly specified) | 7 | -3.6 | -14 | 4 | nt | 12 | 1 | -1 | 26 | 13
CC1=Nc2ccccc2/C1=C/c1nc(-c2ccc(C)s2)oc1O | -3 | -0.7 | 13 | -5 | -103 | -7 | 28 | -1 | 103* | 1
CCOc1ccc(-n2c(Cc3cc(=O)[nH]c(=O)[nH]3)nnc2SCC)cc1 | 1 | -0.5 | 16 | -8 | 7 | -7 | -3 | nt | -7 | -14
CN(C)/C=C(\C=O)c1ncc(C(F)(F)F)cc1Cl | 1 | 0.8 | 5 | -6 | 12 | 3 | -2 | -1 | -12 | 3
O=C(CNC(=O)c1cccs1)OCc1c(F)cccc1Cl | 0 | 3.1 | 27 | -9 | -4 | 6 | -3 | 2 | 4 | -2
C#CCOCCOCCOCCNc1nc(N2CCN(C(=O)[C@H](CCC(=O)O)n3cc(CN)nn3)CC2)nc(N2CCN(C(=O)[C@H](CCCCN)n3cc([C@@H](N)CC(N)=O)nn3)CC2)n1 | 0 | 0.1 | 5 | -4 | 6 | 6 | -10 | -2 | -6 | 7
COc1ccc(NC(=O)C2=C(C)C(=O)OC23CCC(C)CC3)cc1Cl (stereo unspecified) | 7 | -0.8 | 0 | 3 | nt | 3 | -2 | -7 | 37 | 3
CCOC(=O)c1ccc(N/C=C\C(=O)c2cccc(OC)c2)cc1 | 0 | -3.2 | 96* | -4 | -18 | 9 | -10 | nt | 18 | nt
O=C1CCc2cc(S(=O)(=O)Nc3ccccc3)ccc2N1 | 4 | 0.5 | 13 | 1 | 32 | -19 | 6 | 1 | -32 | 1
COCC1CCN(Cc2nc(COc3ccccc3)no2)C1 (stereo unspecified) | 1 | -0.9 | 5 | -4 | 6 | -1 | 1 | 2 | -6 | -1
COc1ccccc1N(CC(=O)NCc1cccnc1)S(C)(=O)=O | 0 | 1.7 | -4 | 1 | 15 | -4 | 5 | nt | -15 | -3
CSC1=NCCN1S(=O)(=O)c1ccc(NC(C)=O)cc1 | -2 | 1.3 | -1 | 2 | -1 | -17 | 1 | -3 | 1 | -4
